OPRM1-OPRD1 ag: OPRM1-OPRD1 heterodimerization agonism; cells, luminescence; activation, % at 9.3 µM; 340,000 compounds, 0.3% hits; AID 504326; in the data active means activation above about 18%;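 further: 0% = vehicle-treated cells and 100% = reference agonist; values of inactives mirror those of a sister screen read the other way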
AddAB inh: less growth of phage-infected E. coli with AddAB; 330,000 compounds, 0.29% hits; AID 435030; inhibition, % at 11.9 µM; E. coli expressing H. pylori AddAB, absorbance growth; in the data active means inhibition above about 12%;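 further: 0% = vehicle wells of infected cells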
MOR-DOR inv ag: inverse agonists of human mu-delta opioid receptor heterodimerization; cell-based MOR-DOR heterodimer luminescence, inverse agonism; inhibition, % at 9.3 µM; 340,000 compounds, 0.21% hits; AID 504357; in the data active means inhibition above about 22%, passing the limit was not always enough;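 further: 0% = cells with DMSO and 100% = wells without cells with DMSO; values of inactives mirror those of a sister screen read the other way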
Mot1-301 SUMO: blocks SUMOylation pathway, rescuing yeast Mot1-301 growth; S. cerevisiae Mot1-301 growth rescue, ATP luminescence, 38.5C; percent above DMSO median, 100 means doubled; growth rescue, % at 18.8 µM; 320,000 compounds, 1% hits;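 active means every valid replicate shows activation above 250% relative to neutral control wells; inactive means the rest, any valid replicate at or below 250%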;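 further: OY570 slx delta 5 strain wells were the positive control but not used for scaling; some compounds called inactive have numbers as strong as hits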
PKA-R1A act: activators of PKA-R1A complex; P00514+P68181; PKA-R1A dissociation, Cy5-IP20 fluorescence polarization; scaled: DMSO 0%, 113 µM cGMP 100%; activation, % at 11.4 µM; 340,000 compounds, 0.083% hits; AID 504707;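 active means percent activation above the mean of all tested compounds plus 3 SD, cut at about 19% in these data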;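 further: higher means more PKAc released from R1A so a rise in polarization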
PfHsp90 set2: growth inhibition of yeast expressing Plasmodium Hsp90; inhibition, % at 9.4 µM; S. cerevisiae expressing PfHsp90, BacTiter-Glo ATP, 48 h; yeast lacking PDR1 and PDR3 efflux regulators; 310,000 compounds, 0.32% hits;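 active means every replicate shows inhibition above about 80%, whatever the replicate mean, limit read from the data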;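 further: 0% = DMSO neutral controls and 100% = 20 µM radicicol positive controls; yeast relying on Plasmodium falciparum Hsp90 in place of its own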
HTR5A inv ctr: HTR5A inverse agonism, opioid heterodimer counter-screen | P47898 | 340,000 compounds, 0.083% hits | HTR5A cell line, luminescence | inhibition, % at 9.3 µM | AID 504634; in the data active means inhibition mostly above about 23%, no sharp cut-off; inactive means mostly below about 18%;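 further: 0% = cells with DMSO and 100% = no-cell wells with DMSO; some compounds called inactive have numbers as strong as hits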
Target sequence (P47898 whole entry, looked up): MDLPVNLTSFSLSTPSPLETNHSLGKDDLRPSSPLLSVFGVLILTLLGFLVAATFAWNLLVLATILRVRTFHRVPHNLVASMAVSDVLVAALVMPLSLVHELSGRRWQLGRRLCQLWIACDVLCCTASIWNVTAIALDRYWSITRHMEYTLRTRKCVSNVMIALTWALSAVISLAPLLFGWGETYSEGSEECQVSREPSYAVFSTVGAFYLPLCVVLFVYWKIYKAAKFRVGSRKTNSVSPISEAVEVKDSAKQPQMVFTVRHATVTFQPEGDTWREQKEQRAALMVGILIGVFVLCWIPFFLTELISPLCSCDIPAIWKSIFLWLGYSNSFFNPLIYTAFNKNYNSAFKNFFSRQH
Ecoli viability: counter-screen for AddAB inhibitors: E. coli growth inhibition; inhibition, % at 11.9 µM; E. coli V3065 growth, OD600 absorbance, 18 h; 330,000 compounds, 0.27% hits;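 active means inhibition above the campaign's mean inhibition across all tested compounds plus 3 SD, cut at about 9.9% in these data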;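 further: uninfected addAB+ strain grown without phage in ampicillin broth; 0% = DMSO wells and 100% = ciprofloxacin 0.95 µg/ml wells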
Pemphigus Ab inh: human desmoglein-3 autoantibody binding inhibition. P32926. DSG3-coupled beads, scFv-anti-DSG3-GFP binding, flow cytometry; hits give low values. binding (percent of control), % at 10 µM. 310,000 compounds, 0.48% hits. AID 588358;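 active means binding more than 3 SD below its plate's average and above zero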;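 further: hits lower antibody fragment binding to DSG3; some compounds called inactive have numbers as strong as hits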
HTR5A ag ctr: counter-screen for OPRM1-OPRD1 agonists: human HTR5A agonism | P47898 | HTR5A agonist assay, luminescence, cell-based | activation, % at 9.3 µM | 340,000 compounds, 0.61% hits | AID 504692; in the data active means activation mostly above about 9.5%, no sharp cut-off; inactive means mostly below about 7.6%;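 further: 0% = cells with vehicle only and 100% = reference agonist; strong numbers were not always called active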
phage Ecoli inh: E. coli growth loss with phage present; growth absorbance; inhibition, % at 11.9 µM; 360,000 compounds, 0.26% hits; in the data active means inhibition above about 11%
Starred values were filed as active, the others as inactive; / = not tested or not shown.

smiles	Pemphigus Ab inh	Ecoli viability	OPRM1-OPRD1 ag	HTR5A inv ctr	Mot1-301 SUMO	AddAB inh	PKA-R1A act	HTR5A ag ctr	MOR-DOR inv ag	PfHsp90 set2	phage Ecoli inh
O=C(Nc1nncs1)C1c2ccccc2Oc2ccccc21	98	-0.4	-0.1	-10	155	-0.4	-10	4	0	/	2.4
CCCn1ccnc1SCC(=O)Nc1c(C)n(C)n(-c2ccccc2)c1=O	/	-2.1	-6.8	10	-10	-2.2	-3	0	26	2	-0.3
COC(=O)Cc1c(C)c2ccc(OCc3nn[nH]n3)cc2oc1=O	102	-0.9	-1.2	-21	37	0.1	-10	8	6	-7	2.9
Cc1cc(C)n(S(=O)(=O)c2cccc([N+](=O)[O-])c2)n1	109	/	1.1	-9	-11	/	-4	-2	-6	5	3.0
COc1cccc(CNC(=O)Cn2ccc3cc(S(=O)(=O)N4CCC(C)CC4)ccc32)c1	/	-0.4	-1.3	-7	16	-0.6	-4	2	7	5	0.2
O=[N+]([O-])c1cc(C2Nc3cccc4cccc(c34)N2)ccc1Cl	95	0.5	4.5	7	94	5.0	-7	-2	-26	1	2.0
CCC(=O)Nc1cc(C)c(NC(=O)c2ccco2)cn1	94	-2.5	-0.9	-1	/	-0.1	8	1	5	12	2.5
Cc1c(C)c2ccc(OS(C)(=O)=O)c(C)c2oc1=O	/	-1.2	-1.4	-3	-1	2.5	-8	-1	7	-9	0.8
O=c1[nH]cnc2c1ncn2[C@@H]1C[C@@H](O)[C@H](CO)O1	108	-1.6	-2.3	-3	256	2.5	-9	1	10	4	0.6
CC(=O)c1cnc2nc(SCc3ccc(Cl)cc3)nn2c1C	111	0.3	-1.1	6	46	-0.5	-12	12	6	0	1.9
CCc1ncc(CN2CCCC(C(=O)Nc3cccc(-c4ccc(F)cc4)c3)C2)cn1 (centres undefined)	121	-0.2	0.7	-3	3	-0.8	-6	1	-4	6	-0.5
NS(=O)(=O)c1ccc2nc(NC(=O)c3ccncc3)sc2c1	100	4.6	-4.1	9	-6	1.8	-7	-4	20	-19	1.4
O=C(Cc1ccccc1)NCCc1cn2ccsc2n1	112	-0.9	-1.6	10	25	-3.1	3	-1	10	-17	2.7
COc1ccc(Cl)cc1S(=O)(=O)NC(C)C(=O)NCCN1CCOCC1 (centres undefined)	102	/	-3.8	-15	/	/	-9	4	20	12	2.3
CCN1CCN(c2cc(C(C)(C)C)nc3c(-c4ccccc4)c(C)nn23)CC1	108	-0.7	3.5	22	-5	2.3	-11	5	-18	2	2.4
CC(=O)Nc1cccc(NC(=O)c2cccc(-c3ccc(O)cc3)c2)c1	102	-0.6	2.2	-3	-3	6.3	-2	1	-12	2	1.0
CCCCc1c(O)nc(SCC(=O)N2CCCCCC2)[nH]c1=O	93	-1.8	-1.5	12	-23	3.0	-6	-5	9	-4	0.6
O=C(Nc1cc2c(cc1Br)OCCO2)c1cccs1	103	0.5	-1.1	-11	-22	3.1	-4	-6	6	9	2.3
N#C/C(C(=O)NCc1ccco1)=C1/SC=C(c2ccccc2)N1c1ccccc1	95	2.2	2.2	-13	-5	2.8	-5	2	-10	12	5.2
O=S(=O)(c1cccc(Br)c1)N1CCN(CCc2ccccc2)CC1	102	1.3	4.3	-29	-30	3.3	3	11	-23	-3	1.9
Cc1ccc(C(=O)NNC(=O)Cn2ccc(C(F)(F)F)n2)o1	96	0.3	2.2	-34	-1	-2.6	1	0	-14	13	0.0
COC(=O)c1ccc(CN2C(=O)NC3(CCCc4ccccc43)C2=O)o1 (centres undefined)	108	-0.5	0.2	6	21	1.5	1	-2	-1	-1	1.7
C=C(C)c1cc2c(ccc3ccc(=O)oc32)o1	102	-0.4	-1.4	-14	/	0.9	1	1	7	-6	3.2
C[C@H](NC(=O)c1ccco1)C(=O)Nc1nnc(SCc2ccccc2)s1	112	2.1	-1.2	-6	7	2.9	-1	2	5	7	0.6
COc1ccc(S(=O)(=O)n2nc(OC(C)=O)cc2N(C(C)=O)C(C)=O)cc1	103	-1.4	-2.3	14	-17	-1.1	9	1	10	-16	-1.4
CC(Cc1ccccc1)NC(=O)C1CCCNC1=O (centres undefined)	96	0.4	-3.8	-2	-5	1.4	-11	0	21	5	2.5
CCN(CC)S(=O)(=O)c1ccc(Cl)c(C(=O)NC2CCN(Cc3ccccc3)CC2)c1	105	0.8	-3.0	-15	4	2.9	-8	4	13	19	1.4
COc1ccc(S(=O)(=O)Nc2cc(C)cc(C)n2)c2ccccc12	103	2.1	-2.0	1	2	0.9	-8	-1	11	10	2.0
CCn1c(CNC(=O)c2ccco2)nnc1SCC(=O)Nc1cccc(F)c1	101	0.1	-1.8	16	5	2.7	-1	-2	9	31	4.4
COc1ccc(NC(=O)c2ccc(NC(=O)c3cccs3)cc2)cc1	99	0.7	-0.1	12	2	1.1	-11	-5	0	6	-0.4
Cc1ccc(-n2c(=O)cc(N3CCN(C(=O)c4ccco4)CC3)[nH]c2=O)cc1	97	0.7	0.7	-11	80	1.3	-14	4	-4	10	4.3
CC1CCCCN1C(=O)COC(=O)c1cc(Cl)c2c(c1)OCO2 (centres undefined)	107	/	-1.6	-5	/	/	-13	2	8	-25	2.4
CC(OC(=O)CCC(=O)c1ccc(Cl)s1)C(=O)NC1(C#N)CCCCC1 (centres undefined)	112	-3.1	-1.5	-9	1	0.9	0	3	6	-9	-0.8
O=C(O)COCC(=O)Nc1ccccc1-c1ccccc1	107	-0.9	0.3	-12	55	2.4	-12	5	-1	11	4.1
CCOC(=O)[C@H]1[C@H]2COc3ccc(OC)cc3[C@@H]2N2C(=O)CN(Cc3ccc(OC)cc3)C(=O)[C@@]12C	106	-0.1	-0.7	17	21	1.7	12	5	4	2	0.9
COc1ccccc1CNC(=O)COc1ccccc1C	129	/	-3.2	8	8	/	2	-2	15	-16	1.8
Cc1ccccc1NC(=O)C1C2CCC(O2)C1C(=O)O (centres undefined)	98	0.1	-0.5	25	143	1.0	4	3	3	7	0.9
Oc1ccc2ccccc2c1C=NCc1ccccc1	96	-0.2	2.7	-14	4	1.4	1	4	-14	29	1.1
CSc1nnc(C(C)(C)C)c(=O)n1/N=C/c1ccc(Cl)cc1	111	2.4	-2.2	9	-2	0.9	-2	-2	11	-5	-0.8
CNC(=O)CCCCCNS(=O)(=O)c1ccc(C)cc1	/	-0.1	-3.2	-1	-1	1.6	-4	-2	18	16	3.1
CCc1cc(C(=O)N(CC(C)C)c2c(N)n(Cc3ccccc3)c(=O)[nH]c2=O)sc1C	96	2.1	-0.7	7	-11	2.7	-8	-3	4	12	-1.8
CN(c1ncnc(N)c1[N+](=O)[O-])C1CCS(=O)(=O)C1 (centres undefined)	96	-1.7	-1.1	-4	-33	2.6	-3	2	6	9	1.0
O=C(NCC1CCCO1)c1cc(-c2ccncc2)nc2ccccc12 (centres undefined)	98	/	-1.8	-26	/	/	-2	2	12	6	5.3
N#CC1=C(N)OC2=C(C(=O)CCC2)C1C1CC=CCC1 (centres undefined)	107	0.4	-2.4	-18	435*	0.5	-3	4	14	-14	-1.6
CCCn1nnc(NC(=O)COc2ccc(C3CCCCC3)cc2)n1	105	0.1	2.4	-6	14	7.8	-9	5	-13	-9	3.9
Cc1c(NC(=O)C(C)OC(=O)CC2CC3CCC2C3)c(=O)n(-c2ccccc2)n1C (centres undefined)	105	1.5	-2.7	5	-3	1.4	-15	-2	13	-9	3.1
Cc1cc(NC(=O)c2cc(-c3cccc(OCC(C)C)c3)nc3ccccc23)no1	92	-0.1	5.5	4	231	-0.1	-11	3	-29	-12	2.3
c1coc(-c2ccnc3ncnn23)c1	101	1.5	-1.1	4	124	-1.9	3	-1	8	-5	5.3
COc1ccc(S(=O)(=O)N2CCOC2CNC(=O)C(=O)NCCCc2ccccc2)cc1 (centres undefined)	/	-0.6	2.2	3	-1	4.1	7	4	-12	3	-0.2
O=C(O)c1ccc(Nc2cccc(F)c2)c([N+](=O)[O-])c1	97	-0.1	-2.5	17	0	0.8	-23	-5	11	-6	1.5
CC(=O)c1sc2nsc(SCCN3CCCC3)c2c1N	102	2.2	0.0	-16	4	-0.6	3	0	0	8	0.8
COC(=O)c1sccc1NC(=O)c1c(Cl)cnn1C	109	-0.6	-1.6	-11	22	-0.4	3	2	9	-23	2.3
O=C(c1ccc2c(c1)CCN2S(=O)(=O)c1ccccc1)N1CCN(c2ccc(F)cc2)CC1	97	3.1	0.7	-8	-2	2.4	0	4	-3	-13	1.3
COCCCNC(=O)CSc1nc2ccccc2c(=O)n1CCc1ccc(S(N)(=O)=O)cc1	108	-1.1	-2.1	7	5	-1.5	-8	-2	11	11	2.1

Given with two lines to a compound: part of the list above.
Screens in order: Pemphigus Ab inh	Ecoli viability	OPRM1-OPRD1 ag	HTR5A inv ctr	Mot1-301 SUMO	AddAB inh	PKA-R1A act	HTR5A ag ctr	MOR-DOR inv ag	PfHsp90 set2	phage Ecoli inh
- CC(OC(=O)CCC(=O)c1ccc(Cl)s1)C(=O)NC1(C#N)CCCCC1 (centres undefined)
 : 112	-3.1	-1.5	-9	1	0.9	0	3	6	-9	-0.8
- O=C(O)COCC(=O)Nc1ccccc1-c1ccccc1
 : 107	-0.9	0.3	-12	55	2.4	-12	5	-1	11	4.1
